From PubChem BioAssay
EWS-Fli block: EWS/Fli-driven NR0B1 reporter inhibitors, primary screen, A673 cells, NR0B1 luciferase, luminescence, MLPCN library; viability-normalised; inhibition, % at 12.6 µM; hit rate 0.67% among 350,000;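 active means mean inhibition of at least 50% after viability correction, with every replicate also passing that limit; inconclusive means mean reaches 50% but only one of two replicates passes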;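 further: firefly luciferase signal divided by Alamar Blue viability fluorescence both relative to DMSO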
PAX8 inh HTS: inhibitors of PAX8-driven TPO luciferase reporter, primary screen, RMG-I cells, single concentration. SteadyGlo, 24 h. inhibition, % at 12.6 µM. hit rate 1.2% among 360,000. AID 652154, 2013;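 active means mean replicate inhibition at least 60% with every replicate also reaching 60%; inconclusive means only one of the two criteria is met; inactive means mean below 60% and not all replicates reaching 60%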;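 further: luciferase light reporting Pax8 driven TPO promoter activity; plate controls were median of neutral control wells for no effect and mitoxantrone controls for full effect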
FN deposition inh: inhibitors of fibronectin matrix deposition, primary screen, AH1F cells, Alexa488-fibronectin fluorescence, plate reader | AH1F fibroblasts, overnight | inhibition, % at 12.6 µM | hit rate 0.086% among 350,000 | AID 743247, 2014;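 active means mean inhibition across replicates of 30% or more, regardless of how many single replicates reach that level; inconclusive means mean under 30% yet at least half of replicates reach 30%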;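 further: positive control wells lacked labelled fibronectin entirely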
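Assay system: AH1F fibroblasts assembling fluorescent fibronectin matrix; Amount: 10000 AH1F cells per well; Buffer or medium: DMEM, 2% serum; Probe or stimulus: Alexa488-fibronectin, 24 nM final in well; Doses: single compound dose, delivered by pin transfer; Incubation: 1 h adhesion, overnight exposure; Measured by: fluorescence 485/525 nm; Read-out: fibronectin deposition inhibition.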
DENV2 CPE: inhibitors of DENV2 cytopathic effect, primary screen, cell-based, plate reader, single concentration; hit rate 1.7% among 350,000; CPE inhibition, % at 9.99 µM; DENV2-infected cells, cytopathic effect rescue; AID 651640, 2012; in the data active means CPE inhibition above about 20%, passing the limit was not always enough; inconclusive means no clear call, values can overlap the other calls; tested in BHK-21 cells;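 further: 0% = median of neutral control wells and 100% = median of positive control wells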
F508del corr: F508del CFTR correction, initial screen, CFBE line, single point; activity (quench increase), % at 7.58 µM; CFBE cells, YFP halide quenching; stimulated with forskolin plus potentiator P3; % fluorescence drop versus neutral controls; hit rate 0.36% among 350,000;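 active means mean added fluorescence quench of at least 8% versus neutral control, with both replicates also reaching 8%; inconclusive means only one of the mean or replicate conditions met; inactive means mean below 8% and not both replicates reaching 8%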;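 further: cells transiently co-express mutant CFTR-F508del with the halide-sensitive YFP; corrector assay measuring rescue of mutant channel to the surface after 24 h compound exposure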
miR-122 sensor: miR-122 Renilla sensor signal increase in Huh7, primary screen, miR-122 inhibitor project, cell-based, single point, plate reader | activation (reporter increase), % at 12.5 µM | hit rate 0.3% among 340,000 | Huh7 miR-122 Renilla luciferase sensor, 48 h; neutral wells = 0, positive control = 100;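 active means mean replicate activation score at least 90 and every replicate individually at or above 90; inconclusive means only one of the two criteria met; inactive means neither criterion met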;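 further: higher luciferase means less miR-122 activity so hits act as miR-122 inhibitors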
INS-1E GSIS act: GLuc luminescence reporter in INS-1E cells, primary screen for activators of glucose-dependent secretion of insulin. hit rate 0.61% among 370,000. INS-1E GLuc reporter insulin secretion, 2-3 h. activation, % at 16.6 µM;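 active means lowest replicate activation of at least 40%, so every replicate reaches that level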;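 further: 0% = median of neutral control wells and 100% = median of IBMX positive control wells; some compounds called inactive have numbers as strong as hits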
* = called active by the depositor; ? = inconclusive; nt = not tested or not shown; & = joins results of further samples; [ ] = dose if it differs, or a comment. Hits appear at their usual frequency; 3.9% or so of the library scored in one or more.

SMILES | EWS-Fli block | PAX8 inh HTS | FN deposition inh | DENV2 CPE | F508del corr | miR-122 sensor | INS-1E GSIS act
C[C@@H]1CN([C@H](C)CO)C(=O)c2cc(NC(=O)Nc3ccc(F)cc3)ccc2O[C@@H]1CN(C)Cc1ccccc1 | 5 | 15 | nt | -4 | -0.4 | 14[16.7 µM] | -7
O=C(NCc1cccc(Cl)c1)C1CCN(c2nnc(N3CCCC3=O)s2)CC1 | -4 | 0 | -2 | -1 | -1.6 | -5 | 1
CCCNC(=O)N(C)C[C@H]1Oc2ncc(C#CC(C)C)cc2C(=O)N([C@H](C)CO)C[C@@H]1C | 4 | -12 | 0 | 10 | 1.6 | -7[16.7 µM] | -4
COC(=O)c1ccc(CSc2nnc(-c3c[nH]c4ccccc34)n2C)o1 | 16 | -2 | 10 | -1 | 1.5 | -1 | 4
CC(/C=N/NC(=O)c1ccncc1)=C\c1ccco1 | -1 | 12 | 4 | nt | 0.0 | nt | 21
CC(C1CC1)N(Cc1ccccc1)C(=S)Nc1ccccc1 (stereo not drawn) | 9 | -6 | 3 | 3 | -4.6 | 6 | 36
C[C@@H]1CN([C@H](C)CO)C(=O)c2cc(NC(=O)Cc3cn(C)c4ccccc34)ccc2O[C@H]1CN(C)CC1CCCCC1 | 13 | nt | nt | 11 | 3.7 | 5[16.7 µM] | -4
O=C1N/C(=N\N=C\c2cccs2)SC1Cc1ccc(Cl)c(Cl)c1 (stereo not drawn) | 6 | 16 | 3 | -6 | 2.1 | nt | 30
COCCNC(=O)c1ccc(CSc2nc3ccccc3s2)cc1 | nt | -59 | -2 | 8 | 1.2 | 0 | -20
O=C(COc1ccc(Nc2ccccc2)cc1)OCC(=O)N1CCCCC1 | 2 | 13 | 5 | -8 | -3.7 | 1 | 6
Cc1ccc(C)n1-c1nn(S(=O)(=O)c2cccc3cccnc23)c2cccc(F)c12 | -3 | 7 | 0 | 1 | 1.7 | 1 | 5
CCN1C(=O)c2cccc3c(S(=O)(=O)Nc4ccccc4OC)ccc1c23 | nt | -25 | 5 | nt | nt | nt | -2
COc1cc2cc(OC(C)=O)c3cc4c(cc3c2c(OC)c1OC)OCO4 | 3 | 0 | -8 | -6 | -1.2 | nt | 14
O=C(Cc1ccccc1)N1CCN=C1SCc1cccc([N+](=O)[O-])c1 | 2 | 5 | 10 | nt | -1.0 | nt | -5
O=c1cc(CN(Cc2ccccc2)Cc2ccccc2)c2c(ccc3ccccc32)o1 | 20 | 14 | -4 | 2 | 4.2 | 1 | 1
CC(C)(C)c1ccc(C2CC2C(=O)N/N=C\c2cc3ccccc3nc2Cl)cc1 (stereo not drawn) | nt | 2 | 10 | nt | nt | -12 | nt
Cn1nc(C(=O)N2CCCc3ccccc32)c2ccccc2c1=O | 0 | 3 | -2 | -4 | -3.9 | nt | 4
COc1ccccc1OCCNC(=O)CNC(=O)c1ccc2c(c1)OCO2 | -2 | 9 | -4 | 13 | 0.1 | 5 | 7
Cc1cccc(C)c1OCc1nnc(SCC(=O)Nc2cccc(C(=O)N3CCOCC3)c2)n1C | -1 | 2 | -7 | 20 | 0.0 | -5 | -4
CCCCCC1CCC(c2n[nH]c(=S)n2C)CC1 (stereo not drawn) | 34 | 19 | 8 | -2 | 1.0 | nt | nt
Cc1ccc2c(c1)n([O-])c1c([n+]2=O)CCCC1 | nt | 8 | -4 | nt | nt | -2 | nt
CCOc1cc(S(=O)(=O)NC2CC(C)(C)NC(C)(C)C2)ccc1F | nt | -1 | -8 | nt | nt | 9 | nt
Cc1ccc(S(=O)(=O)N(C)C[C@@H]2Oc3c(NC(=O)c4ccncc4)cccc3C(=O)N([C@H](C)CO)C[C@@H]2C)cc1 | 0 | -13 | nt | -6 | 3.0 | 3[16.7 µM] | nt
COc1ccc(N=C2NC(=O)/C(=C/c3ccco3)S2)cc1 | -21 | -9 | 3 | 2 | 0.8 | -2 | -16
COc1ccccc1N=Cc1nc(-c2ccccc2)oc1OC(C)=O | nt | 18 | 10 | nt | nt | -1 | nt
COc1cccc(C(c2c(C)[nH]n(-c3ccccc3)c2=O)c2c(C)[nH]n(-c3ccccc3)c2=O)c1O | 5 | 13 | -5 | 1 | -0.3 | nt | -16
CN(C)c1ccc(C(O)P(=O)(OCc2ccccc2)c2ccc(N(C)C)cc2)cc1 (stereo not drawn) | 4 | 11 | -18 | 0 | -0.4 | -3 | 17
Cc1ccc(CN2CCN(Cc3ccc(-n4cccn4)cc3C)CC2CCO)cc1 (stereo not drawn) | 7 | 11 | 4 | 0 | 0.0 | 2 | 4
COc1ccc(CN2C(=O)C(CC(=O)NC3CC3)CC(C(=O)N3CCOCC3)=C2C)cc1 (stereo not drawn) | -1 | -16 | -3 | 3 | 3.5 | -4 | -5
COc1cc(/C=N/NC(=O)c2ccncc2)ccc1OC(=O)c1cccc(Br)c1 | 6 | 1 | 3 | 2 | -2.4 | nt | -1
CCN(CC)CCOc1c(Br)ccc2c1sc1nc3n(c(=O)c12)CCC3 | nt | -34 | -7 | nt | nt | -10 | nt
CC[C@]1(C(=O)OC)[C@H]2C(=O)N(C)C(=O)[C@H]2[C@H]2CN=C(SCc3ccc(OC)cc3)N21 | 2 | -14 | 7 | 6 | -2.7 | nt | 6
Clc1ccc(CN2CCCCCCC2)cc1 | 5 | 19 | 3 | 1 | nt | 0 | 9
C=CCc1cccc2cc(C(=O)Nc3cccc(C(=O)O)c3)c(=O)oc12 | -67 | 6 | 3 | 0 | -3.1 | nt | -11
C[C@H]1CN([C@@H](C)CO)C(=O)c2cc(NS(C)(=O)=O)ccc2O[C@@H]1CN(C)S(=O)(=O)c1ccc(F)cc1 | -1 | nt | nt | -10 | -1.2 | -21[16.7 µM] | 4
O=C(CN1C(=O)NC(Cc2ccccc2)C1=O)Nc1ccc(F)c(F)c1F (stereo not drawn) | 3 | 10 | -4 | -3 | -4.1 | -12 | 2
O=C(CN1CCN(c2ccc(F)cc2)CC1)Nc1nccs1 | -6 | 9 | -1 | -1 | -0.7 | 4 | -2
C=CCCCCCCCCc1nc(SCC(=O)O)n[nH]1 | -12 | 6 | 9 | 1 | -1.5 | -16 | 20
COc1ccc(S(=O)(=O)N2CCN(CC(=O)Nc3cc(Cl)ccc3Cl)CC2)cc1 | 4 | 1 | -35 | ? | 4.1 | -10 | 9
CCOc1ccc(N(C)S(=O)(=O)c2ccc(C)c(C(=O)NCc3ccccc3OC)c2)cc1 | 6 | 12 | -5 | 3 | 1.2 | -4 | -39
O=C(CSc1ccccc1)N1CCN(c2ccc(F)cc2)CC1 | -6 | -1 | 15 | -4 | 1.2 | nt | -16
COc1ccc(NC(=O)Nc2ccc3c(c2)C(=O)N([C@H](C)CO)C[C@H](C)[C@@H](CN(C)C(=O)Nc2cccc4ccccc24)OCCCC[C@H](C)O3)cc1 | 4 | -1 | -14 | 0 | 1.0 | -3[16.7 µM] | 2
C[C@H](CO)N1C[C@H](C)[C@H](CN(C)C(=O)Nc2ccc(C(F)(F)F)cc2)Oc2c(NC(=O)NC3CCCCC3)cccc2C1=O | 13 | 14 | 20 | 3 | 2.5 | 9[16.7 µM] | -28
COc1cccc(OCc2cc(C(=O)N3CCN(c4ccccc4O)CC3)no2)c1 | -92 | -141 | -5 | 1 | -2.1 | -7 | -10
C[C@H](CO)N1C[C@H](C)[C@H](CN(C)C)Oc2ncc(-c3cccnc3)cc2C1=O | -8 | nt | -3 | 19 | -3.7 | 5[16.7 µM] | 20
Cc1ccc(-c2cnc3c(c2)C(=O)N([C@H](C)CO)C[C@H](C)[C@H](CN(C)CC2CCCC2)O3)cc1 | 38 | -4 | 5 | 9 | -0.7 | 15[16.7 µM] | -15
Cc1ccc(C)c(Cc2c(C)nc(C)[nH]c2=O)c1 | nt | 25 | -2 | nt | nt | -10 | 12
CCOC(=O)N1CCN(c2c(NCCN3CCCCC3CC)c(=O)c2=O)CC1 (stereo not drawn) | 1 | -5 | -2 | -13 | 0.4 | -2 | 0
C[C@@H]1CN([C@@H](C)CO)C(=O)CCCn2nncc2CO[C@H]1CN(C)Cc1ccc2c(c1)OCO2 | -18&-5&-2 | -15&0 | -3 | -4&5&7 | -2.4&-0.4&1.0 | -1 | 16&9
COc1cc(CNC2CCCCC2OC)cc(OC)c1OC (stereo not drawn) | 3 | 5 | 0 | -8 | nt | nt | -8

Other records
SMILES | EWS-Fli block | PAX8 inh HTS | FN deposition inh | DENV2 CPE | F508del corr | miR-122 sensor | INS-1E GSIS act
C[C@@]12CCC=C[C@H]1[C@H](c1ccc3ccccc3c1)N(Cc1ccccc1)C2=O | 8 | -9 | -9 | nt | -0.3 | -7 | -2
COc1ccc(C(=O)Oc2c(OC)cc(C(=S)N3CCOCC3)cc2OC)cc1 | 9 | 8 | 6 | -2 | 1.6 | -2 | -5
CCOC(=O)C1(Cc2ccc(Cl)cc2)CCN(C(=O)c2cscn2)CC1 | 4 | 1 | -7 | -1 | -0.6 | nt | -8
CCOC(=O)c1c(/N=C/N(C)C)sc(/C=N/Nc2ccccc2)c1-c1ccccc1Cl | -5 | -5 | -1 | 0 | -2.0 | 4 | 4
O=C1ON=C(c2ccccc2)/C1=C/c1ccc(O)cc1 | 28 | -47 | -4 | -2 | 1.4 | -2 | nt
CN(C)CC(=O)Nc1ccc2c(c1)[C@H]1C[C@H](CC(=O)NCc3ccc(-c4ccccc4)cc3)O[C@@H](CO)[C@H]1O2 | 5 | -1 | 4 | 11 | -2.3 | 4[16.7 µM] | -4
CCCNC(=O)C[C@@H]1C[C@H]2c3cc(NS(=O)(=O)c4ccccc4)ccc3O[C@H]2[C@@H](CO)O1 | -4 | 5 | -4 | 3 | -1.0 | 2[16.7 µM] | 1
COc1ccccc1C#Cc1ccc2c(c1)O[C@H](CN(C)C)[C@H](C)CN([C@@H](C)CO)S2(=O)=O | 8 | nt | 2 | 3 | -3.6 | nt | 7
C(#CCN1CCC(Cc2ccccc2)CC1)COCCOCc1ccccc1 | nt | 1 | 6 | nt | nt | -2 | -30
CNC(=O)C[C@@H]1CC[C@@H]2[C@H](COC[C@H](O)CN2S(=O)(=O)c2cccc(Cl)c2)O1 | 5 | -9 | -11 | 0 | 2.9 | 10[16.7 µM] | -1
COc1ccc(Cl)cc1S(=O)(=O)Nc1ccc2c(c1)n(C)c(=O)n2C | 54* | 15 | -7 | 4 | -1.6 | nt | 1
Cn1c(=O)c2cc(S(=O)(=O)NCCC(=O)NCCC3=CCCCC3)ccc2n(C)c1=O | 9 | nt | nt | 0 | -0.7 | 103* | nt
C[C@@H]1CN([C@@H](C)CO)C(=O)c2cccc(NC(=O)Nc3ccc(F)cc3)c2O[C@H]1CN(C)S(C)(=O)=O | -8 | 7 | nt | -3 | 2.5 | -1[16.7 µM] | 8
O=C(Cn1cc2c(n1)CCCC2)NCCCN1CCN(C2CCCCC2)CC1 | -3 | 3 | -14 | 2 | -2.4 | 14 | -7
CCOC(=O)c1c(C)c(C(=O)NCc2ccco2)c(C)n1CC | -9 | 15 | 10 | 3 | nt | -4 | 2

Whole records, looked up by structure. Order of screens: EWS-Fli block, PAX8 inh HTS, FN deposition inh, DENV2 CPE, F508del corr, miR-122 sensor, INS-1E GSIS act
`C=CCc1cccc2cc(C(=O)Nc3cccc(C(=O)O)c3)c(=O)oc12` in the list: -67, 6, 3, 0, -3.1, nt, -11
`CCOC(=O)C1(Cc2ccc(Cl)cc2)CCN(C(=O)c2cscn2)CC1` in the list: 4, 1, -7, -1, -0.6, nt, -8
